From PubChem
XIAP displacement – XIAP antagonists, biochemical, IAP family, fluorescence polarization (AID 1018). XIAP BIR domain, fluorescence polarization peptide displacement; higher % means a stronger effect. displacement, % at 20 µM; hits with a dose series show IC50 in µM. hit rate 0.007% among 200,000; in the data active = displacement above about 50%; note: a part of the inactive calls stands beside numbers as strong as those of hits
Lipid droplet – modulators of hepatic lipid droplet formation | inhibition, % at 6.5 µM | AID 1656 | hit rate 0.4% among 240,000 | AML12 mouse hepatocytes, oleate lipid droplets, BODIPY imaging;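 active = lipid droplet intensity inhibited by at least 50%, with more than 500 cells counted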
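Assay system: AML12 hepatocytes (mouse) / Also added: 100 µM oleic acid challenge / Times: overnight treatment with compound plus oleate / Detection: high-content imaging of BODIPY-stained droplets and DAPI nuclei / Evaluation: % inhibition of lipid droplet signal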
Myeloid diff MLP – myeloid differentiation induction | ER-HoxA9 myeloid progenitors, lysozyme-GFP differentiation, flow cytometry | calls only at 10 µM | hit rate 1% among 360,000;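 active = normalized GFP-positive differentiation at or above the plate's own cutoff, the solvent-only control mean plus 3 SD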;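 note: cells exposed to compound for four days before flow analysis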
NOD2 inhibition – inhibition of NOD2-driven NF-kB reporter – cell-based, luminescence, uHTS, HEK293 (AID 1566); inhibition, % at 4 µM; hits with a dose series show EC50 in µM; HEK293 NOD2/NF-kB luciferase reporter, luminescence; higher % means a stronger effect; hit rate 0.63% among 290,000; note: many of its hits are not listed in these tables
AID2073 – inhibitors of Mint1-CaV2.2 protein interaction, biochemical, HTRF (AID 2073); hit rate 0.19% among 290,000; HTRF protein-protein interaction, Mint1-CaV2.2; higher % means a stronger effect; one-dose inhibition, % at 20 µM; IC50 in µM for titrated hits; in the data active = inhibition mostly above about 51%, no sharp cut-off; note: some results filed as inactive read as strong as hits
NS5 inhibitors – Dengue-2 NS5 methyltransferase inhibitors, primary screen, biochemical, confirmation dose response (AID 588689) | Dengue-2 NS5 methyltransferase capping enzyme assay, biochemical; higher % means a stronger effect | one-dose inhibition, % at 25 µM; IC50 in µM for titrated hits | hit rate 0.3% among 340,000; in the data active = a potency from the dose series
LYP phosphatase – inhibitors of LYP phosphatase, biochemical, fluorescence intensity, uHTS (AID 1779); inhibition, % at 11.5 µM; hits with a dose series show IC50 in µM; recombinant LYP phosphatase, fluorescence intensity; higher % means a stronger effect; hit rate 0.054% among 290,000;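 note: plate controls were vehicle with enzyme for no effect and no enzyme for full effect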
HIV fusion peptide – inhibitors of HIV fusion peptide binding, primary screen, biochemical, uHTS, fluorescence dequenching (AID 1986). cell-free peptide binding, fluorescence dequenching, 30 min; higher % means a stronger effect. inhibition, % at 20 µM; hits with a dose series show IC50 in µM. hit rate 0.3% among 290,000; in the data active = inhibition mostly above about 52%, no sharp cut-off; inactive = mostly below about 76%; note: some results filed as inactive read as strong as hits
Siah-1 displacement – blockers of Siah-1 interaction with plectin peptide – biochemical, fluorescence polarization, rhodamine-plectin, uHTS, primary screen (AID 1817). hit rate 0.02% among 290,000. displacement, % at 20 µM; hits with a dose series show IC50 in µM. Siah-1 / rhodamine-plectin peptide fluorescence polarization; higher % means a stronger effect;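 active = displacement of at least 50% at 20 µM, with a fluorescence ratio check between 0.3 and a set limit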;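 note: plate controls were Siah plus tracer with DMSO for no effect and tracer alone without Siah for full effect; strong numbers were not always called active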
Lipid droplet cells 6.5 µM – further read-out of Lipid droplet, marked with its call; cell count; measured here: cell count, cytotoxicity flag;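 cells counted across two imaged fields per well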
NS5 inhibitors pilot replicate – second read-out of NS5 inhibitors, no call of its own (marks repeat the call); inhibition, %; measured here: pilot screen replicate inhibition
Myeloid diff MLP GFP+ MAC1+ % – further read-out of Myeloid diff MLP, marked with its call; GFP+ MAC1+ double positive, %; measured here: differentiation confirmed by MAC1 staining
* hit, by the source's call; i = inactive; / = not tested or not shown. Cut-off read from the data, not from the text of the source, unless noted: active = inhibition above about 50%; inactive = the rest. Not all compounds are listed, so the mix of outcomes need not match the whole.

SMILES	XIAP displacement	Lipid droplet	Lipid droplet cells 6.5 µM	Myeloid diff MLP	Myeloid diff MLP GFP+ MAC1+ %	NOD2 inhibition	AID2073	NS5 inhibitors	LYP phosphatase	HIV fusion peptide	Siah-1 displacement	others
CC(=O)c1cc(-c2ccccc2)n(CC(=O)Nc2cc(C)cc(C)c2)c1C	-1.0%	9.5	676	i	1.2	17.2%	-2.5%	-1.5%	-7.5%	1.2%	8.6%
CCc1nc(SCC(=O)NNC(=O)C2CCCCC2)c2ccccc2n1	-7.9%	/	/	i	0.8	-3.0%	22.1%	-1.4%	-6.9%	-3.6%	-5.0%	NS5 inhibitors pilot replicate=1.7
CC(C)c1ccc2nc(N)sc2c1	-6.9%	2.5	658	i	0.9	-73.0%	14.5%	7.3%	-2.9%	-0.6%	0.3%
Cc1nc(SCc2nc3ccccc3[nH]2)c2oc3ccccc3c2n1	-5.6%	/	/	i	1.2	-7.5%	-8.9%	-12.8%	0.0%	-1.1%	1.3%
Cc1ccc(CNC(=O)C2(S(=O)(=O)c3ccccc3)CC=CC2)cc1	/	-2.3	820	i	0.7	-36.7%	1.3%	-8.8%	-15.1%	0.5%	-1.8%
O=C(NCc1ccco1)c1nnc(Cc2ccc(Cl)cc2)o1	-5.9%	/	/	i	1.8	23.2%	-1.9%	-2.8%	-10.6%	-3.3%	-3.9%
COc1ccc(-n2nc(C(=O)NCC(=O)N3CCCC3)c3ccccc3c2=O)cc1Cl	/	-3.7	824	i	0.5	6.1%	4.5%	-0.8%	-11.7%	1.9%	-0.4%
COc1ccc(NC(=O)CSc2nnnn2C)c([N+](=O)[O-])c1	-14.2%	-4.1	713	i	0.8	8.0%	-5.0%	-6.7%	-7.2%	-0.4%	-10.1%
O=C(NN1C(=O)C2C(C1=O)C1C=CC2C12CC2)c1ccncc1 (configuration not stated)	-12.2%	/	/	i	0.4	16.6%	6.0%	-2.4%	-9.6%	-1.5%	0.7%
CC(C)=CC(=O)Nc1ccc(OCc2ccccc2)cc1	-6.4%	/	/	i	0.0	-127.6%	5.7%	-7.1%	-2.8%	0.3%	-5.9%
S=C(NCCSCc1ccc(Cl)cc1Cl)Nc1ccccc1	-1.5%	/	/	i	3.2	-11.8%	3.5%	-3.9%	3.9%	-0.5%	-1.6%
CC(=O)C1=C(C)NC(SCC(=O)Nc2nc3ccccc3s2)=C(C#N)C1c1ccc(Cl)cc1 (configuration not stated)	29.7%	-5.5	629	i	0.2	2.5%	-1.7%	-5.1%	-1.8%	7.2%	0.0%
O=C(NCc1ccccc1)N1CCN(c2ccc(Cl)c(Cl)c2)CC1	0.1%	/	/	i	1.3	7.6%	-1.9%	5.9%	-5.2%	-2.6%	3.5%
CC(NC(=O)OC(C)(C)C)C(=O)Oc1ccc2ccc(=O)oc2c1 (configuration not stated)	-17.1%	/	/	i	0.6	-4.3%	26.5%	-11.1%	-7.2%	-0.8%	-5.2%
CCOC(=O)c1c(N)sc2c1CCSC2	-1.6%	2.4	731	i	1.0	-9.6%	1.2%	-4.1%	-0.4%	0.8%	2.0%
COCCNC(=S)N/N=C/c1ccc(-c2ccc([N+](=O)[O-])cc2)o1	/	9.3	673	i	0.6	10.7%	6.4%	-3.5%	12.5%	27.9%	10.1%
CCc1cc(=O)oc2c3c(cc(OCC(=O)NC4CC4)c12)OC(C)(C)CC3	/	-1.4	798	i	2.6	25.8%	28.6%	-2.2%	-18.4%	-0.6%	-0.6%
COc1ccc(N(CC2CO2)S(=O)(=O)c2ccc(C)cc2)cc1 (configuration not stated)	/	3.2	822	i	6.2	-27.9%	0.7%	-0.8%	-9.4%	1.2%	-5.2%
CN(C(=O)CSc1nnnn1-c1ccc(O)cc1)C1CCS(=O)(=O)C1 (configuration not stated)	-8.0%	2.6	719	i	0.2	1.4%	-2.2%	-4.4%	-2.2%	-0.2%	15.5%
COc1ccc(Nc2nc(-c3cc4cccc(OC)c4oc3=O)cs2)cc1	-18.7%	15.0	677	i	0.5	24.9%	21.2%	4.5%	3.9%	7.4%	-4.5%
CC(C)C(C(=O)Nc1ccccc1)N1C(=O)c2ccccc2C1=O (configuration not stated)	-6.9%	-2.4	771	i	1.4	-0.9%	-2.2%	-40.6%	-6.8%	0.6%	2.5%
COc1cc(NC(=O)c2cccc3c2C(=O)N(Cc2cccnc2)C3)cc(OC)c1OC	-1.0%	4.2	633	i	1.7	-0.2%	0.8%	-1.4%	-2.3%	-1.2%	2.0%
CSc1ccccc1OCc1cc(C(=O)NC2CCOC2)no1 (configuration not stated)	/	-7.3	735	i	1.5	-10.0%	11.7%	7.0%	-0.8%	1.6%	0.3%
Cc1ccn(C(C)CC(=O)N2CCc3ccccc32)n1 (configuration not stated)	/	2.8	754	i	5.8	11.7%	21.1%	-9.7%	-11.9%	-1.3%	-1.7%
CCOC(=O)c1cc(-c2ccc(C)o2)nn1CCC#N	-0.7%	/	/	i	1.6	2.7%	2.6%	-8.4%	-2.2%	0.1%	4.9%

Quoted from above, 7 compounds:
SMILES	XIAP displacement	Lipid droplet	Lipid droplet cells 6.5 µM	Myeloid diff MLP	Myeloid diff MLP GFP+ MAC1+ %	NOD2 inhibition	AID2073	NS5 inhibitors	LYP phosphatase	HIV fusion peptide	Siah-1 displacement	others
CN(C(=O)CSc1nnnn1-c1ccc(O)cc1)C1CCS(=O)(=O)C1 (configuration not stated)	-8.0%	2.6	719	i	0.2	1.4%	-2.2%	-4.4%	-2.2%	-0.2%	15.5%
COc1ccc(Nc2nc(-c3cc4cccc(OC)c4oc3=O)cs2)cc1	-18.7%	15.0	677	i	0.5	24.9%	21.2%	4.5%	3.9%	7.4%	-4.5%
CC(C)C(C(=O)Nc1ccccc1)N1C(=O)c2ccccc2C1=O (configuration not stated)	-6.9%	-2.4	771	i	1.4	-0.9%	-2.2%	-40.6%	-6.8%	0.6%	2.5%
COc1cc(NC(=O)c2cccc3c2C(=O)N(Cc2cccnc2)C3)cc(OC)c1OC	-1.0%	4.2	633	i	1.7	-0.2%	0.8%	-1.4%	-2.3%	-1.2%	2.0%
CSc1ccccc1OCc1cc(C(=O)NC2CCOC2)no1 (configuration not stated)	/	-7.3	735	i	1.5	-10.0%	11.7%	7.0%	-0.8%	1.6%	0.3%
Cc1ccn(C(C)CC(=O)N2CCc3ccccc32)n1 (configuration not stated)	/	2.8	754	i	5.8	11.7%	21.1%	-9.7%	-11.9%	-1.3%	-1.7%
CCOC(=O)c1cc(-c2ccc(C)o2)nn1CCC#N	-0.7%	/	/	i	1.6	2.7%	2.6%	-8.4%	-2.2%	0.1%	4.9%

Further entries.
SMILES	XIAP displacement	Lipid droplet	Lipid droplet cells 6.5 µM	Myeloid diff MLP	Myeloid diff MLP GFP+ MAC1+ %	NOD2 inhibition	AID2073	NS5 inhibitors	LYP phosphatase	HIV fusion peptide	Siah-1 displacement	others
CC(C)Oc1ccc(C(=O)N2CCN(C(=O)c3ccco3)CC2)cc1	/	33.9	684	i	5.9	-0.6%	-6.4%	-2.6%	-1.6%	-0.2%	2.3%
COc1ccc(/C=C(\NC(=O)c2ccc(OC)cc2)C(=O)Nc2ccccc2C(=O)O)cc1	/	29.0	837	i	0.6	-2.8%	-1.6%	-4.6%	-4.6%	3.3%	4.8%
CCn1c(SCC(=O)c2[nH]c(C)c(C(C)=O)c2C)nnc1-c1ccccc1	-14.8%	/	/	i	1.4	14.3%	-10.9%	-6.1%	-2.0%	-2.1%	-0.3%
CN(C)S(=O)(=O)c1ccc(C(=O)Nc2ccc(Cl)cc2)cc1	-1.2%	/	/	i	0.5	-2.9%	20.3%	-6.9%	0.3%	2.4%	6.1%
Cc1ccccc1-c1nc(Cc2ccc(Cl)cc2)no1	-3.7%	15.7	783	i	0.6	-15.5%	-2.2%	-9.7%	-9.8%	0.4%	1.5%
O=C(NC(=S)Nc1cc(S(=O)(=O)N2CCOCC2)ccc1N1CCOCC1)c1ccco1	-2.6%	-26.3	712	i	0.0	1.9%	-3.3%	-12.2%	-1.5%	-1.1%	0.8%
CC(C)CC(=O)N/C(N)=N/c1nc2ccccc2s1	-4.5%	1.1	706	i	0.8	-220.9%	9.0%	-3.5%	4.4%	7.7%	-1.1%
CCn1c(=N)n(CC(O)c2ccco2)c2ccccc21 (configuration not stated)	-4.4%	-0.3	599	i	1.5	-8.0%	-1.3%	23.7%	-5.6%	-3.3%	5.7%	NS5 inhibitors pilot replicate=8.5
CCOc1cc(NC(=S)NCc2ccco2)c(OCC)cc1NC(=O)CC	-8.0%	-12.2	591	i	0.4	7.3%	58.1%	-5.8%	0.1%	33.5%	18.7%
CCOc1ccc(N2C(=O)CC(/C=C3/N(C)c4ccccc4C3(C)C)C2=O)cc1 (configuration not stated)	-6.7%	10.0	803	i	0.8	6.8%	4.0%	-0.6%	-3.3%	8.2%	1.0%
COc1ccc(F)cc1Cn1nc(C(=O)O)c2ccccc2c1=O	/	21.2	781	i	0.5	-1.3%	-0.7%	-1.6%	-6.0%	1.1%	6.9%
CC1(c2ccc(Cl)cc2)NC(=O)CS1 (configuration not stated)	3.8%	-0.2	716	i	0.8	-1.6%	-2.7%	-3.6%	-5.8%	-1.2%	-6.1%
CC1CCN(S(=O)(=O)c2ccc(NC(=O)[C@@H]3CCCC[C@@H]3C(=O)O)cc2)CC1	/	-0.2	796	i	0.3	29.7%	9.2%	-9.2%	-8.6%	1.4%	-1.6%
Cc1ccc(C)n1-c1ccc(C(=O)Nc2ccccc2F)cc1	-5.1%	-0.6	719	i	0.8	-22.4%	1.5%	-3.0%	-9.2%	0.4%	-2.1%
CC(=O)Nc1ccc(NC(=O)C(C)OC(=O)CCc2nc3ccccc3s2)cc1 (configuration not stated)	-3.2%	4.4	687	i	0.4	6.1%	10.4%	3.6%	-5.3%	-0.8%	-5.8%
O=S(=O)(Nc1nc2ccccc2s1)c1ccc(Cl)nc1	/	3.7	729	i	0.4	-5.3%	10.6%	8.6%	3.6%	4.7%	-0.6%
Cc1ccc2c(c1)N(CC(=O)N1CCN(C3CCCCC3)CC1)C(=O)CO2	/	10.6	697	i	3.0	3.0%	-4.9%	-10.3%	-1.9%	-1.0%	4.2%
COc1ccc(C(C)=O)cc1COC(=O)c1cc(=O)c2ccccc2o1	/	-18.3	700	i	1.9	-4.9%	1.4%	-7.9%	-4.6%	0.0%	-6.5%
COc1cc(C(c2c(C)[nH][nH]c2=O)c2c(C)[nH][nH]c2=O)ccc1OCc1ccc([N+](=O)[O-])cc1	-1.4%	-9.3	732	i	0.7	-17.3%	23.9%	1.4%	8.0%	21.4%	-6.2%	NS5 inhibitors pilot replicate=3.2
O=C(COC(=O)c1ccccc1C(=O)c1ccc(Cl)cc1)NCCc1ccccc1	-0.8%	-34.6	596	i	0.1	-0.4%	4.2%	-9.6%	5.3%	0.7%	3.6%
O=C(c1ccco1)N1CCC(N2CCN(c3ccccc3)CC2)CC1	/	19.2	732	i	0.9	4.2%	4.2%	/	-3.4%	-0.6%	-0.6%
CCOC(=O)c1sc(NC(=O)CCN2CCCCCC2)c(C(=O)OCC)c1C	-1.6%	-19.5	643	i	1.0	17.2%	5.3%	-39.9%	0.0%	0.8%	-3.9%
